TTR transcr act: TTR transcription activation, primary screen; SH-SY5Y TTR promoter Gaussia luciferase, luminescence; 100% = recombinant luciferase protein wells; activation, % at 16.7 µM; 92,000 tested, 1.3% active; AID 1117267;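 active means activation above the mean of all tested compounds plus 3 SD, cut at about 9.5% in these data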;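 further: cells exposed to compounds for one day before reading; 0% = median of all test compound wells on the plate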
Active calls of the source: *. These rows are one share of the data. The share of hits here may be higher or lower than overall.

TTR transcr act	SMILES
-0.2	COc1ccc(-c2cc(C(F)(F)F)nc(SCC(=O)N3CC(C)OC(C)C3)n2)cc1OC (stereo not given)
-1.0	Cn1cccc1/C=N/N1CCN(c2ccccn2)CC1
1.6	COc1ccc2c(c1)[nH]c1c(Cl)ncnc12
-0.1	COc1ccc(CC(=O)NCc2ccc(Cl)cc2)cc1S(=O)(=O)N1CCOCC1
-0.2	CCN(C(=O)c1cc2c(=O)[nH]c3ccc(C)cc3c2s1)c1ccc(F)cc1
-0.6	O=C(NC(=O)c1ccccc1O)c1ccc(C(F)(F)F)cc1
0.4	O=C(Cn1nc(-c2cccc(Cl)c2)ccc1=O)Nc1ccc(C(=O)NC2CC2)cc1
0.3	CC(C)OC(=O)/C(C#N)=C\c1cccnc1
0.1	CCCCC1Cc2[nH]c(=S)[nH]c(=O)c2C(c2cccc3ccccc23)O1 (stereo not given)
1.5	Cc1ccccc1NC(=O)c1cccc(Cn2cc(Br)c([N+](=O)[O-])n2)c1
0.9	Cc1ccc(NC(=S)NC(=O)C2CCCCC2)c(Br)c1
0.1	O=C(c1cccc([N+](=O)[O-])c1)N1CCN(S(=O)(=O)/C=C/c2ccccc2)CC1
-2.7	Cc1cc(C)n(-c2ccc(Cl)c(Cl)c2)n1
0.3	CCCCNC(=O)C[C@H]1C[C@@]2(C(=O)OC)C(=C[C@H](C3CCCC3)O[C@@H]2C)N(Cc2cccc3ccccc23)C1=O
1.0	O=C(Nc1ccnn1C1CCN(Cc2ccc(CO)o2)CC1)c1ccccc1Cl
7.4	COCCCNC(=O)C[C@H]1C(=O)N(Cc2ccc(OC)cc2)C2=CCCCC[C@@]21C(=O)OC
-0.7	CC(C)Cn1cc(C(=O)NCC2CCCO2)c2c3ccccc3n(C)c2c1=O (stereo not given)
1.1	CC(=O)Nc1ccc(C2=NNC(=NCC3CCCO3)SC2)cc1 (stereo not given)
3.1	Cc1cnc(C(=O)NCc2ccc(Cl)cc2Cl)cn1
-0.7	O=C(COC(=O)c1ccc[n+]([O-])c1)Nc1ccc([N+](=O)[O-])cc1Cl
0.6	CCc1nc(N2CCN(C(=O)CCl)CC2)c2c3c(sc2n1)CC(C)CC3 (stereo not given)
-1.2	Cc1ccc(Cn2c(=N)n(CC(O)COc3ccccc3)c3ccccc32)cc1 (stereo not given)
2.7	Cc1nnc(SCCN2CCOCC2)n1-c1cccc(Cl)c1
-1.1	Cc1cccc(C)c1NC(=O)C(c1ccncc1)n1c(=O)c(-c2cc3ccccc3[nH]2)nc2ccccc21 (stereo not given)
1.2	Cc1c(C(c2ccc(Br)cc2)c2c(C)n(C)n(-c3ccccc3)c2=O)c(=O)n(-c2ccccc2)n1C
-1.5	O=C1CCCN1CCCNS(=O)(=O)c1ccc(F)c(F)c1
-2.7	Cc1ccc(Cl)cc1OCC(=O)NCCOC(=O)Nc1sc(=S)n(C)c1C
3.5	Cc1cccc(C)c1-n1cccc1/C=C1/C(=N)N2C(=NC1=O)SN=C2S(C)(=O)=O
-0.3	N#Cc1ccc(COC(=O)C2CCC(=O)N2)cc1 (stereo not given)
3.9	O=C(Nc1ccon1)c1ccccc1F
0.7	CCn1cnc2cc(NCc3nc4ccccc4n3Cc3ccccc3)ccc21
-0.8	CCCCc1ccc(NC(=O)C(=O)NCCN2CCN(Cc3ccc([N+](=O)[O-])cc3)CC2)cc1
1.3	O=S1(=O)c2ccc(N3CC[C@H](O)C3)cc2O[C@@H]2CCN1C2
-2.5	CN1CCN(c2cc3c(c4c2[nH]c2ccccc24)C(=O)CC(C)(C)C3)CC1
7.6	CCN(CC)C(=O)c1[nH]cnc1C(=O)NCC(=O)OCc1ccccc1
4.2	CSc1ccc(CNCC(O)c2ccccc2)cc1 (stereo not given)
0.7	COCCn1cnnc1SCC(=O)Nc1ccc(Br)cc1F
0.5	CC(=O)c1ccc(Nc2nc(C(N)CCc3ccccc3)cs2)cc1 (stereo not given)
1.3	CCCCN1C(=O)C(CC(=O)NCCc2ccccn2)CC(C(=O)N(C)C)=C1C (stereo not given)
-1.4	CCOC(=O)C1CCN(CC(=O)Nc2ccc(OC)c(S(=O)(=O)N3CCCCC3)c2)CC1
-0.8	Nc1nc(-c2cccnc2)nn1C(=O)Cc1ccccc1
-0.2	COc1cccc(C(=O)Oc2ccc3c(C)cc(=O)oc3c2C(C)=O)c1
-1.8	COc1ccc(C(=O)NC(=S)Nc2nc(C)cc(C)n2)cc1Br
-1.6	C=CCNC(=O)Nc1cc(Cl)ccc1OC
-2.0	COc1ccc(/C=C/C(=O)Nc2ccc(-n3nncc3-c3ccc(OC)c(OC)c3)cc2)cc1OC
-0.8	Cc1cc(C)c2c3c(sc2n1)C(=O)N(c1ccccc1C)CC(=O)N3
2.8	COc1ccccc1C(=O)Nc1ccc(OC(C)C(=O)N2CCOCC2)cc1 (stereo not given)
0.6	CN(Cc1ccccc1)C(=O)OCc1cn(Cc2cc(F)cc(F)c2)nn1
-1.5	Cc1ccc(NC(=O)c2cc3nc(C)cc(C)n3n2)cc1
-1.6	Cc1cc(C(=O)Nc2ccc(Nc3ccccc3)cc2)ccc1[N+](=O)[O-]
-0.4	Cn1c(=O)c2c(nc(N3CCN(Cc4ccccc4)CC3)n2CC(=O)c2ccccc2)n(C)c1=O
1.3	O=C(C1CCC1)N1CCN(c2ccccc2)CC1
2.5	Cc1cc(Cl)ccc1NNC(N)=S
3.2	COc1ccc(-c2csc3ncnc(N4CCN(c5ccccc5)CC4)c23)cc1
-1.2	COc1ccc(C(CC(=O)O)NC(=O)c2sc3ccccc3c2Cl)cc1 (stereo not given)
-1.1	Cc1ccccc1Cn1c(=O)n(C)c(=O)c2sccc21
-0.2	C/C(CC(=O)Nc1ccc([N+](=O)[O-])cc1)=N/NC(=O)C1CC12CCC2 (stereo not given)
-0.6	C=CCn1c(SCC(=O)Nc2nnc(C)s2)nnc1-c1cccnc1
-0.8	Cc1ccc(/C=C/C(=O)Nc2ccc([N+](=O)[O-])c(NC(=O)/C=C/c3ccc(C)o3)c2)o1
0.1	Cc1ccc(N(C(=O)c2snc(C(N)=O)c2N)C(CC(C)C)C(=O)NC2CCCC2)cc1 (stereo not given)

Next records.
TTR transcr act	SMILES
0.7	CN(C)c1cccc(-c2cnc(N3CCC(C(N)=O)CC3)nc2)c1
2.2	CNc1cc(=O)n(C)c(=O)n1-c1ccccc1
0.2	Cc1cccc(NC(=O)CSc2nsc(SCC(=O)Nc3cccc(C)c3)c2C#N)c1
1.8	COc1ccc(N2CSC(=S)N(c3ccc(OC)cc3)C2)cc1
-0.7	CCSc1nnc(NC(=O)[C@@H](NC(=O)c2ccccc2)C(C)C)s1
-1.3	CCc1cc2c(SCC(=O)c3ccc(Cl)s3)ncnc2s1
1.9	Cc1cc(NC(=O)C2CC2)ncc1NC(=O)c1ccccn1
0.9	COc1ccc(N(CC(C)C)S(=O)(=O)c2nnc(NC(=O)CC(C)C)s2)cc1
0.1	COc1ccc(Cl)cc1NC(=O)CCc1nnc2ccc(N3CCN(C)CC3)nn12
-0.2	CC(C)N(C)S(=O)(=O)c1ccc(Cl)c(C(=O)O)c1
0.1	Cc1c(NC(=O)C(C)Oc2ccccc2F)c(=O)n(-c2ccccc2)n1C (stereo not given)
3.4	Cc1ccc(-n2c(SCC(=O)Nc3cc(C)on3)nc3c([nH]c4ccccc43)c2=O)cc1
0.5	Cc1cc(C)c(S(=O)(=O)N(CC(=O)N2CCOCC2)C2CCCCC2)c(C)c1
1.9	COc1ccc(OC)c(/C=N/NC(=O)CC2C(=O)NN=C2C)c1 (stereo not given)
-0.8	COc1ccc(-n2c(O)c(/C=N/NS(=O)(=O)c3cc(C)ccc3C)c3ccccc3c2=O)cc1OC
3.7	CCC(C)Sc1ccc([C@H]2N[C@@](C)(C(=O)OC)[C@H]3C(=O)N(CC)C(=O)[C@@H]23)cc1OC (stereo not given in full)
2.5	COc1ccccc1/C=C/C(=O)Nc1cccc(C(C)=O)c1
-1.7	O=C(CSc1ncn[nH]1)Nc1ccnc2ccccc12
-1.5	CC(C)CC(=O)NC(NC(=S)Nc1ccccc1)C(Cl)(Cl)Cl (stereo not given)
-1.0	Cc1ccc(NC(=O)c2c(C(F)(F)F)nn(C)c2SCc2ccc(Cl)cc2)cc1C
0.5	O=C(c1cccc(F)c1)N1CCN(Cc2cccc(Br)c2)CC1
2.1	CC(=O)N/C(=C\c1cccc([N+](=O)[O-])c1)C(=O)NC(C)C
-1.4	O=C(CSc1nn(-c2ccc(Cl)cc2)c(=S)s1)NCC1CCCO1 (stereo not given)
-1.6	O=C(COC(=O)c1ccc([N+](=O)[O-])o1)Nc1ncc(Cl)cc1Cl
0.2	O=C1CCCC2=C1C1(CCCC1)N=C(Nc1nc3ccccc3s1)N2
-3.3	COc1ccc(C2=NS(=O)(=O)N(C)C(C(=O)Nc3ccc4c(c3)OCO4)=C2)cc1OC
-3.7	Cc1ccc2oc(-c3cccc(NC(=O)c4cc(-n5cnnc5)ccc4Cl)c3)nc2c1
0.9	CCCCCCn1c(COc2ccccc2F)nnc1SCC(=O)c1c(N)n(C)c(=O)n(C)c1=O
3.2	COc1ccc(C(=O)NCCSC2CCCCC2)cc1
3.5	Cc1cccc(NC(=O)Cn2cnc3c(oc4nc5c(cc43)COC(C)(C)C5)c2=O)c1
2.9	Cc1cc2c(cc1C)CN(c1ccccc1)C2
-1.6	Cc1cc(=O)[nH]c2c(N=Nc3ccc(O)cc3)c(N)nn12
1.4	COc1cccc(N2CCN(c3ccc4nnc(CCC(=O)Nc5cc(C)ccn5)n4n3)CC2)c1
2.7	C=CCc1cc(Cl)ccc1OCCOCCNC(C)(C)C
-1.1	Cc1ccc(-c2cn3c(n2)SCC3)cc1
-0.6	O=c1c2ccccc2cnn1Cc1n[nH]c(=S)n1-c1ccc(F)cc1
-2.5	COc1cccc(C(=O)C(CCC#N)c2ccccc2)c1 (stereo not given)
-1.5	CCOc1ccc(/C(O)=C2/C(=O)C(=O)N(c3ncccn3)C2c2ccc(Cl)cc2)cc1 (stereo not given)
-0.6	COC(=O)c1cc(NCc2cccs2)ccc1N1CCOCC1
0.3	[O-]C(=C(C(=S)Nc1cccc2ccccc12)[n+]1cccc(CO)c1)c1ccc(Cl)s1

Given as labelled records: part of the list above
O=C1CCCC2=C1C1(CCCC1)N=C(Nc1nc3ccccc3s1)N2
- TTR transcr act = 0.2

COc1ccc(C2=NS(=O)(=O)N(C)C(C(=O)Nc3ccc4c(c3)OCO4)=C2)cc1OC
- TTR transcr act = -3.3

Cc1ccc2oc(-c3cccc(NC(=O)c4cc(-n5cnnc5)ccc4Cl)c3)nc2c1
- TTR transcr act = -3.7

CCCCCCn1c(COc2ccccc2F)nnc1SCC(=O)c1c(N)n(C)c(=O)n(C)c1=O
- TTR transcr act = 0.9

Of the compounds above, 6 contain bromine.
TTR transcr act	SMILES
1.5	Cc1ccccc1NC(=O)c1cccc(Cn2cc(Br)c([N+](=O)[O-])n2)c1
0.9	Cc1ccc(NC(=S)NC(=O)C2CCCCC2)c(Br)c1
1.2	Cc1c(C(c2ccc(Br)cc2)c2c(C)n(C)n(-c3ccccc3)c2=O)c(=O)n(-c2ccccc2)n1C
0.7	COCCn1cnnc1SCC(=O)Nc1ccc(Br)cc1F
-1.8	COc1ccc(C(=O)NC(=S)Nc2nc(C)cc(C)n2)cc1Br
0.5	O=C(c1cccc(F)c1)N1CCN(Cc2cccc(Br)c2)CC1

Going on with the list:
TTR transcr act	SMILES
3.3	CC(=O)NCCC1CCCCN1C(=O)c1cc(COc2cc(C)ccc2C)on1 (stereo not given)
-2.6	CCOc1ccc(OCC)c(NC(=O)CSc2nc3cccnc3n2C)c1
-0.3	O=C(c1c(F)cccc1F)N1CCC(O)(c2ccc(F)cc2)CC1
-0.9	CCn1c(SCC(N)=O)nc2c1c(=O)n(C)c(=O)n2C
-0.8	O=C(NC(=O)c1cccc(F)c1)OC[C@@H]1CCCN2CCCC[C@H]12
1.0	COc1ccc(N2C(=O)CSC2c2cccc(F)c2)c(OC)c1 (stereo not given)
-1.0	COc1cc2cc(Oc3ccc4ccc(=O)oc4c3)c(=O)oc2cc1OC1OC(COC(=O)CC(C)(O)CC(=O)O)C(O)C(O)C1O (stereo not given)
3.5	CCC(=O)N1CCC1(C)C(=O)Nc1ccc(Cl)c(Cl)c1 (stereo not given)
-1.4	O=C(Cc1cccc(NC(=O)C2CCCN(C(=O)c3ccccc3)C2)c1)Nc1cccc(C(=O)N2CCOCC2)c1 (stereo not given)
1.0	COc1ccc2[nH]cc(CCN=C3SCC(=O)N3C)c2c1
3.6	C=CCN(N=Nc1cccc([N+](=O)[O-])c1)c1cccc([N+](=O)[O-])c1
-0.3	O=C(NCCCn1ccnc1)c1nn2c(C(F)(F)F)cc(-c3ccc(Br)cc3)nc2c1Cl
-0.1	N#Cc1ccccc1NC(=O)C1CC(=O)N(c2ccc3c4c(cccc24)CC3)C1 (stereo not given)
0.2	N#Cc1c(NC(=O)COC(=O)C2=COCCO2)sc2c1CCCC2
-1.4	CC(C)(C)NC(=O)N1CCn2cccc2C1c1ccccc1F (stereo not given)
-0.7	COCCNc1nc(-c2cc(C)n(CCc3ccc(OC)cc3)c2C)cs1
-0.6	CCCCCCCCN1C(=O)[C@@H](CC(=O)NCc2ccc(C)o2)C[C@@]2(C(=O)OC)C1=C[C@H](C(C)C)O[C@@H]2C1CC1
8.2	COc1cccc(CN2CCNC(=O)C2CC(=O)NCCOc2cccnc2)c1OC (stereo not given)
15*	O=C(O)CNS(=O)(=O)c1cccc(Cl)c1
1.4	O=C(NCCc1c[nH]c2ccccc12)Nc1cccc2ccccc12
1.1	COc1ccc(OCCCC(=O)Nc2nnc(C3CCCO3)s2)cc1 (stereo not given)
-1.7	COc1cccc(C(c2nnnn2Cc2ccccc2)N2CCN(C(=O)c3ccco3)CC2)c1OC (stereo not given)
1.2	COc1ccc(CCNC(=O)COc2ccc3c(C)cc(=O)oc3c2)cc1OC
0.5	C=CCn1c2ccccc2c2nnc(SCCN3CCCCC3)nc21

Screens deposited in PubChem by The Scripps Research Institute Molecular Screening Center.
